# Assay outcomes (PubChem)
# TAG inh: reduces triacylglycerol accumulation in H9c2 cells. inhibition, % at 12.5 µM. 0.66% of 230,000 active. Nile Red lipid (TAG) fluorescence; cells loaded with 200 µM oleic acid;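 active = pattern-corrected inhibition of lipid staining of at least 50% with the nuclear-stain viability signal not falling by more than 50%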;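 note: 0% = DMSO wells and 100% = triacsin C control wells; some results filed as inactive read as strong as hits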
# TAG inh DAPI viability: also measured in TAG inh; calls as there; DAPI nuclei signal change (viability), lower = more cytotoxic, %;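 whole-well DAPI fluorescence read on a plate reader as a viability signal; minus 50 percent equals half of cells still viable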
# The depositor's hits bear a star. An excerpt; the hit share may differ from the screen's.
SMILES,TAG inh,TAG inh DAPI viability
Cc1c(NC(=S)NC(C)(C)C)c(=O)n(-c2ccccc2)n1C,5.9,-3.1
CCN(C1CCCCC1)S(=O)(=O)CCNC(=O)c1ccc(OC)cc1,10.4,2.2
COC(=O)c1ccccc1NC(=O)NCc1ccc2c(c1)OCO2,-38.8,4.3
c1cc(CCCc2ccncc2)ccn1,5.4,10.3
CC(C)CN1CCN(Cc2cnc(-c3ccc(Cl)cc3)nc2)CC1CCO (stereo unspecified),-8.8,13.1
CC(C)(CNC(=O)c1cc([N+](=O)[O-])ccc1N1CCC(Cc2ccccc2)CC1)N1CCOCC1,-16.0,1.0
Cc1ccc2[nH]c(C(=O)O)c(-c3ccccc3)c2c1,-21.6,0.0
CCN1C(=O)c2cccc3c(S(=O)(=O)Nc4nc(C)cs4)ccc1c23,9.8,-0.4
O=C1c2cc(Cl)ccc2OC2(CCNCC2)C12CC(c1ccc(Cl)cc1)=NO2 (stereo unspecified),-5.8,6.5
NC(=O)C1CN(C(=O)c2nn(Cc3ccccc3)c(=O)c3ccccc23)c2ccccc2O1 (stereo unspecified),-9.7,1.3
CSc1cccc(CN2CCN(Cc3ccccc3)C(CCO)C2)c1 (stereo unspecified),-6.5,-2.7
COCCn1nnnc1C(c1ccccc1Cl)N1CCN(c2ccccc2OC)CC1 (stereo unspecified),5.8,3.9
CN(CC(=O)Nc1ccc(Cl)c(Cl)c1)C(=O)C12CC3CC(CC(C3)C1)C2,-64.1,-0.5
O=C(CSc1nnc(-c2ccccn2)n1Cc1ccccc1)N1CCCC1,-23.4,16.4
CC(C)(C)C(=O)C1=C(O)C(=O)N(Cc2ccccc2)C1c1ccccc1F (stereo unspecified),3.5,-1.3
CSc1nc2ccccc2nc1N(C)S(=O)(=O)c1ccc(C)cc1,-4.9,2.6
Cn1cccc1C(=O)OCC(=O)NNC(=O)c1ccc([N+](=O)[O-])cc1,-4.4,7.3
CC#CCN1c2ccccc2[C@]23C[C@@H](C(=O)OC)N=C2NC(C(=O)OC)=C(C(=O)OC)[C@H]13,3.5,4.3
Cc1sc2ncnc(N3CCC(C(=O)Nc4ccccc4C(C)(C)C)CC3)c2c1C,13.0,5.0
CCOc1ccc2nc(SCc3ccc(CC(=O)O)cc3)c(C#N)cc2c1,-6.1,3.1
CC(=O)OCC1OC(OC2C[C@]3(C)C(CC(O)C4C([C@](C)(CCC=C(C)C)OC5OC(CO)C(O)C(O)C5O)CC[C@]43C)[C@@]3(C)CCC(O)C(C)(C)C23)C(O[C@@H]2OC(C)C(O)C(O)C2O)C(O)C1O (stereo partly specified),15.7,-1.1
COc1ccc(CCNC(=O)c2c(O)c3cccc4c3n(c2=O)CC4)cc1OC,5.9,-2.3
N#CCc1ccc(-c2cccc3nccn23)cc1,0.2,4.8
COc1cc(OC)nc(NC(=O)CS(=O)(=O)c2ccccc2)n1,12.4,-8.7
Cc1ccc(C(=O)NCC(c2cccs2)N(C)C)cc1S(=O)(=O)N1CCOCC1 (stereo unspecified),5.9,1.9

# 3 entries from above, sorted by length of the SMILES, highest first:
SMILES,TAG inh,TAG inh DAPI viability
CN(CC(=O)Nc1ccc(Cl)c(Cl)c1)C(=O)C12CC3CC(CC(C3)C1)C2,-64.1,-0.5
Cc1ccc(C(=O)NCC(c2cccs2)N(C)C)cc1S(=O)(=O)N1CCOCC1 (stereo unspecified),5.9,1.9
O=C(CSc1nnc(-c2ccccn2)n1Cc1ccccc1)N1CCCC1,-23.4,16.4

# Quoted from above for reference:
SMILES,TAG inh,TAG inh DAPI viability
Cc1sc2ncnc(N3CCC(C(=O)Nc4ccccc4C(C)(C)C)CC3)c2c1C,13.0,5.0
CCOc1ccc2nc(SCc3ccc(CC(=O)O)cc3)c(C#N)cc2c1,-6.1,3.1
CC(=O)OCC1OC(OC2C[C@]3(C)C(CC(O)C4C([C@](C)(CCC=C(C)C)OC5OC(CO)C(O)C(O)C5O)CC[C@]43C)[C@@]3(C)CCC(O)C(C)(C)C23)C(O[C@@H]2OC(C)C(O)C(O)C2O)C(O)C1O (stereo partly specified),15.7,-1.1
COc1ccc(CCNC(=O)c2c(O)c3cccc4c3n(c2=O)CC4)cc1OC,5.9,-2.3
N#CCc1ccc(-c2cccc3nccn23)cc1,0.2,4.8
COc1cc(OC)nc(NC(=O)CS(=O)(=O)c2ccccc2)n1,12.4,-8.7

# Next section
SMILES,TAG inh,TAG inh DAPI viability
CCOC(=O)N1CCC(N(CCN(C)C)C(=S)Nc2cccc(Cl)c2C)CC1,7.8,2.7
Cc1ccc(SCCSc2nc(N)cc(=O)[nH]2)cc1,6.6,-9.2
Cc1nn(CC(=O)c2ccccc2Cl)c(C)c1[N+](=O)[O-],-12.4,10.8
CC1(Cc2ccc3ccccc3n2)C(=O)Nc2ccc(OC(F)(F)F)cc21 (stereo unspecified),-12.4,4.6
COC(=O)CNC(=O)CN1C(=O)N(c2cccc(Cl)c2)C(N(O)C(=O)Nc2cccc(Cl)c2)C1(C)C (stereo unspecified),11.4,-6.1
COc1ccc(CN2C3CCCC2CC(NC(=O)Nc2ccccc2C)C3)cc1 (stereo unspecified),7.0,5.9
CN(C)S(=O)(=O)c1ccc(SCC(=O)Nc2cccc(S(=O)(=O)N3CCCC3)c2)nc1,-25.3,19.6
CCOC(=O)C1=NN(C(=O)c2ccccc2)C(O)(c2ccc(C)cc2)C1 (stereo unspecified),-6.7,-6.5
CCN(CC)CCOC(=O)c1ccccc1Br,-16.7,8.5
Cc1ccc(C)c(NS(=O)(=O)c2cc(C(=O)NCc3ccccn3)ccc2C)c1,-2.9,-5.4
COc1ccc(NS(=O)(=O)c2ccc(C)c(C(=O)NCc3cccnc3)c2)cc1,-7.2,-2.1
COc1ccc(-n2c(SCC(=O)NCCCN3CCCC3=O)nnc2C(C)N2CCCCC2)cc1 (stereo unspecified),12.5,-7.5
Cc1ccccc1-c1cc2nc(Nc3ccc(F)cc3)n(C)c(=O)c2s1,20.6,-7.4
O=C(CCS(=O)(=O)c1ccccc1)Nc1ccccc1N1CCOCC1,-0.9,-4.0
C=CCn1c(SCC(=O)Nc2cc(C)on2)nnc1-c1ccncc1,2.5,-3.2
CN(C)CC(=O)c1c(N)n(Cc2ccccc2)c(=O)n(C)c1=O,-19.5,3.2
O=C(COc1cccnc1[N+](=O)[O-])Nc1cc(Cl)ccc1Cl,-1.6,7.1
CC(C)N1CC2(CC(c3ccccc3F)=NO2)CN1C(=O)c1ccco1 (stereo unspecified),9.9,-4.2
Cc1ccc(S(=O)(=O)N2CCCCC2)cc1NC(=O)c1cc2ccccc2o1,9.2,-1.4
O=C(CCCn1c(=O)[nH]c2cc(Cl)ccc2c1=O)NCCC1=CCCCC1,13.0,4.3
COC[C@H](NS(=O)(=O)c1ccc(Br)cc1F)[C@@H](O)c1ccccc1,1.9,3.8
CC(O)(c1ccccc1)c1nc(-c2cccc(C(F)(F)F)c2)cs1 (stereo unspecified),-29.9,6.3
COc1nc(OC)nc(N2CCC(NC(=O)C(Cc3cccc(OC)c3OC)NC(C)=O)CC2)n1 (stereo unspecified),-7.6,2.6
O=C1Cc2ccccc2Sc2ccccc21,-20.1,18.5
c1ccc(-c2noc(-c3ccccc3-c3ccccc3)n2)cc1,-11.9,-2.7

# More compounds:
SMILES,TAG inh,TAG inh DAPI viability
CCn1c(NC2CCCCC2)nc2ccccc21,4.1,-9.4
COC(=O)c1sc(S(=O)(=O)N2CCC(C(=O)O)CC2)c(C(=O)OC)c1C,1.7,-8.1
C[C@@H](C(=O)Nc1nc2ccccc2s1)N1C(=O)C2CC=CCC2C1=O (stereo partly specified),-0.6,-3.0
CNc1cnn(-c2ccc(C)cc2)c(=O)c1Sc1ccc(C)cc1,5.5,-3.4
C/C(=N\NC(=O)c1cc(C)nc2ccccc12)c1ccncc1,-5.4,0.4
COC(=O)c1[nH]c2ccc(C)cc2c1NC(=O)CN1CCN(C(=O)c2ccccc2)CC1,15.9,7.4
COc1ccc(CNC(=O)CN2C(=O)C(C)N(c3ccc(C)cc3)C2=O)cc1 (stereo unspecified),21.9,-4.9
Cn1c(N)c(C(=O)COC(=O)C2CC(O)CN2S(=O)(=O)c2ccc(Cl)cc2)c(=O)n(C)c1=O (stereo unspecified),0.8,3.9
COc1ccc(N(C)S(=O)(=O)c2cccc(C(=O)NCC(c3cccs3)N(C)C)c2)cc1 (stereo unspecified),4.1,-1.4
Cn1nc(C(C)(C)C)cc1C(=O)N1CCC(C)(C(=O)NS(=O)(=O)C2CC2)C1 (stereo unspecified),4.5,-1.6
CC1=C(C(=O)N(C)C)CC(CC(=O)NCCCN(C)C)C(=O)N1Cc1ccc(C(C)(C)C)cc1 (stereo unspecified),14.3,-12.3
O=C(OCC#CCSc1nnc(-c2ccccc2)o1)c1ccco1,-16.2,-3.1
CN(C)CCCN(C(=O)c1cccs1)c1nc(-c2ccccc2)cs1,15.9,19.7
CN(CCC1CCCCO1)C(=O)CCc1nnc(Cc2c[nH]c3ccccc23)o1 (stereo unspecified),-3.9,-5.2
O=C(CSc1ccccc1)Nc1ccc(N2CCOCC2)c(F)c1,10.8,-0.1
O=C(c1nn2cccnc2c1Cl)N1CCN(c2ccccc2)CC1,-9.1,-11.3
CCCC(=O)NC(NC(=S)Nc1c(C)n(C)n(-c2ccccc2)c1=O)C(Cl)(Cl)Cl (stereo unspecified),-1.5,0.7
COc1ccc(F)cc1S(=O)(=O)NCCCn1ccnc1,1.7,-4.8
Cc1nc(C)c(-c2csc(Nc3ccc(Cl)cn3)n2)s1,12.2,-12.7
CN1C(=O)/C(=C2/C=Cc3ccccc3N2CCCS(=O)(=O)O)SC1=S,-6.1,11.6
O=C(Nc1ccccc1F)N1CCc2ccccc2C1,-8.4,-4.5
COc1ccc(S(=O)(=O)N2CCOCC2)cc1NC(=O)CCc1nc2ccccc2c(=O)[nH]1,-1.2,6.4
CN(C)c1ccc(NC(=O)c2cn(-c3ccccc3)nc2-c2cccs2)cc1,23.9,3.2
CC1CCCC(C)N1C(=O)COC(=O)CSc1ccc([N+](=O)[O-])cc1 (stereo unspecified),2.6,0.0
CCOC(=O)C(C(=O)OCC)C1OC(=O)c2cc3c(cc21)C(=O)OC3C(C(=O)OCC)C(=O)OCC (stereo unspecified),-3.7,7.0

# Further results follow.
SMILES,TAG inh,TAG inh DAPI viability
COc1ccc(S(=O)(=O)N2CCOC2CNC(=O)C(=O)NCCc2ccccc2OC)cc1 (stereo unspecified),4.1,-9.5
Clc1ccccc1C1=Nn2c(nnc2-c2ccncc2)SC1,7.0,-13.6
CCCNC(=O)C1(C)CCCN(C/C=C/c2ccccc2)C1 (stereo unspecified),-12.4,2.3
COc1ccc(CN2CCCC(N3CCc4ccccc4C3)C2)c(O)c1 (stereo unspecified),-2.5,9.4
Cc1cc(Cl)cc(Cl)c1OCCOCCN(C)C,5.4,3.1
O=C(Cc1n[nH]c(=O)c2ccccc12)Nc1cc(Cl)ccc1-n1cncn1,-10.1,-4.8
Nc1ccc(S(N)(=O)=O)cc1,3.5,-0.7
COCCNC(=O)Cn1c(=O)n(C)c2ccccc21,-10.8,-0.1
O=C(Cn1c(=O)oc2cc(S(=O)(=O)N3CCCC3)ccc21)N1CCCC1,-8.0,-14.5
O=S1(=O)CCO[C@H]2Cc3ccccc3[C@H]2N1Cc1cccc(Cl)c1,3.6,2.0
Cn1c(-c2sccc2OCc2ccccc2)n[nH]c1=S,7.8,20.9
CCN(C[C@H]1N[C@@](C)(C(=O)OC)[C@H]2C(=O)N(C)C(=O)[C@@H]12)S(=O)(=O)c1ccc(C)cc1,0.4,-0.5
CCN(CC(=O)Nc1cc(Cl)ccc1C)C(=O)CCOc1ccccc1C,-3.8,3.6
CCn1c(SC(C)C(=O)O)nc2sc3c(c2c1=O)CCC3 (stereo unspecified),-11.9,-2.4
CC(=O)c1ccc(OCc2nnn(CC(=O)O)c2-c2ccccc2)cc1,-3.9,-0.2
CCN(CC)S(=O)(=O)c1cccc(-c2cn3cc(C)ccc3n2)c1,-15.0,17.8
Cc1nnc(SCC(=O)Nc2cccc(S(=O)(=O)N3CCCCC3)c2)s1,-18.0,1.6
Cc1cc(C)c(NC(=S)N(C)C)cc1C,-0.2,-5.0
COc1ccc(NC(=O)c2cccc(N3C(=O)NC4CC3(C)Oc3ccccc34)c2)cc1 (stereo unspecified),1.8,-4.9
O=C(Nc1ccc(N2CCOCC2)cc1)C1CCCCC1,2.7,-3.0
CCCCNC(=O)[C@H]1C[C@H]1[C@@H](O)[C@H](CO)NC(=O)[C@H](COCc1ccccc1)NC(=O)OC(C)(C)C,19.1,-19.2
CC(=O)[C@H]1CCC2C3CC=C4C[C@@H](O)CC[C@]4(C)C3CC[C@@]21C (stereo partly specified),23.6,-21.5
COc1cccc(OC)c1C(=O)Nc1nc2ccc(S(C)(=O)=O)cc2s1,18.8,-13.5
Cc1cc2c3nonc3ccc2n1-c1ccccc1,3.0,8.8
Cc1cc(Br)cc(Br)c1OCC(=O)NNC(=O)c1ccoc1C,0.3,-5.2

# (next part)
SMILES,TAG inh,TAG inh DAPI viability
Cn1cccc1C(=O)C(=O)Nc1ccccc1,-2.0,3.4
c1ccc(COc2ccccc2CNC23CC4CC(CC(C4)C2)C3)cc1,38.4,27.5
O=c1c(C=NCc2cccnc2)c(C(F)(F)F)[nH]n1-c1nc2ccccc2s1,0.8,-4.4
O=C(O)CCCC(=O)Nc1ccc(Br)cc1C(=O)O,2.6,-9.2
CCn1c(=O)n(CC)c2cc(S(=O)(=O)Nc3c(C)cccc3C)ccc21,-0.5,3.5
CCCn1c(SCC(=O)c2cc(OC)ccc2OC)nnc1C(C)C,14.0,-12.1
CCOc1cc(C2NC(=O)NC(C)=C2C(=O)OCC2CCCCC2)ccc1O (stereo unspecified),1.8,-0.5
COCCn1c(=N)c(C(=O)NCc2ccco2)cc2c(=O)n3cc(C)ccc3nc21,-12.8,46.2
O=C(O)Cc1ccc(C(=O)c2ccccc2)s1,-5.7,11.2
COCC(C)n1c(SCC(=O)N2CCCCC2)nc2ccccc2c1=O (stereo unspecified),-6.9,-3.0
Cc1ccccc1S(=O)(=O)NC(=O)C1(C)CCN1C(=O)C1(c2ccc(Cl)cc2)CC1 (stereo unspecified),-5.9,10.5
NC(=O)c1cccc(-c2ccnc3c2CC(C(=O)Nc2ccc(Cl)cc2)O3)c1 (stereo unspecified),-8.5,2.5
